# USP2a block = USP2a (human) protease inhibition. O75604. USP2 core, Ub-CHOP2 coupled fluorogenic reporter, 485/531. Potency, µM (series often up to 38.3 µM), without a hit: at the top dose activity change, negative = inhibition, usual class: inhibitors. hit rate 0.01% among 330,000;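 note: potency is the fitted concentration of half-maximal effect; plate controls were DMSO wells for no effect and full inhibition by NEM control for full effect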
#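 Cell-free coupled assay: 10nM USP2 core preincubated 30min RT with compound in Tris-HCl pH 8.0/CaCl2/CHAPS buffer, then 25nM Ub-CHOP2 and 25nM reporter substrate; fluorescence (Ex 485/Em 531) read after 60min RT, normalized to NEM inhibition, concentration-response curves fitted.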
# B2AR arrestin = agonists driving beta-arrestin recruitment to human beta2-adrenergic receptor. P07550. beta-arrestin recruitment to beta2AR, cell-based reporter. Potency, µM (titrated, usually from 46.1 µM), without a hit: at the highest dose activation, most hits filed as activators. hit rate 0.02% among 330,000;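 note: potency is the fitted concentration of half-maximal effect; 0% = DMSO controls and full agonism = EC100 isoproterenol or metaproterenol; nearly all actives have a fitted effect of over 65% in size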
# PKM2 activator = activators of human pyruvate kinase M2; P14618; purified PKM2, Kinase-Glo ATP luminescence, activation; response scale: 0% is enzyme alone, no compound; Potency, µM (series often up to 57.5 µM), for inactives: at the highest dose activation, usual class: activators; hit rate 0.34% among 260,000; note: potency is the fitted concentration of half-maximal effect; % is set by controls: 0 for no effect and ±100 for the full control effect; nearly all actives have a fitted effect of over 55% in size
#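 ATP formation by purified human PK-M2, quantified via coupled luciferase luminescence after 1 h at room temperature with 0.1 mM ADP and 0.5 mM PEP final.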
# Giardia kill = Giardia lamblia killing | Giardia lamblia trophozoite viability | activity change, % at 7.66 µM, hits read low | hit rate 0.15% among 340,000; in the data active = activity change below about -80%; inconclusive = between about -30% and that limit;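 note: parasites exposed to compound for two days anaerobically before the ATP read; % is set by controls: 0 for no effect and ±100 for the full control effect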
#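 Killing of trophozoites was scored by loss of ATP luminescence after a 48 hrs anaerobic exposure to compounds at 37 deg C, using 100 cells per well.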
# Menin MLL FP TR = displaces Texas Red mutant MLL peptide from human menin; O00255; Menin + Texas Red MLL mutant peptide, fluorescence polarization; Potency, µM (series often up to 61.6 µM), for inactives: top-dose FP activity change, negative = inhibition, hits mostly inhibitors; hit rate 0.23% among 270,000; AID 1768; active = well fitted inhibition curve with a large enough effect in the polarisation, with a control signal flat, not every such curve was filed as active; inconclusive = small, poorly fitted or top-dose-only effect, or effect the other way, or a change in a side signal; inactive = no such curve, though single readings can be large or run the other way; the % refers to the polarisation; note: potency is the fitted concentration of half-maximal effect; % of control where 0% means no effect; many of its hits are not listed in these tables
# TRPV1 ag = activates the human vanilloid receptor TRPV1. hit rate 0.19% among 320,000. TRPV1-expressing cells, Fluo-8 calcium influx, agonist mode. activation, % at 8.33 µM. Q8NER1; in the data active = activation above about 80%; inconclusive = between about 30% and that limit; note: 0% is about no effect
#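 Cells expressing TRPV1 were dye-loaded with Fluo-8 and read kinetically: 10 s baseline, 3 min after compound (agonist portion), then 2 min after EC20 capsaicin (allosteric enhancer portion). Calcium-bound dye fluorescence at 480/520 nm.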
# GALK inh = inhibitors of human galactokinase; Potency, µM (doses to about 57.5 µM), for the others: at the top dose activity change, negative = inhibition, hits mostly inhibitors; hit rate 0.007% among 270,000; AID 1868; Purified GALK, Kinase-Glo residual ATP luminescence; note: potency is the fitted concentration of half-maximal effect; % is set by controls: 0 for no effect and ±100 for the full control effect
#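 GALK at 5 nM final was combined with compound, 35 uM ATP and 100 uM galactose in HEPES pH8.0 with MgCl2 and DTT. The reaction ran one hour at room temperature before luminescent ATP detection.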
# hERG WT inh = blocks the wildtype human KCNH2 potassium channel; U2OS, BacMam KCNH2, thallium flux FluxOr; active compounds read low; activity change, % at 1.84 µM; hit rate 0.37% among 340,000;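 active = maximum activity change below -70%; inconclusive = maximum activity change between -70% and -50%; inactive = maximum activity change above -50%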; note: % is set by controls: 0 for no effect and ±100 for the full control effect
# Target sequence (Q12809 whole entry, looked up): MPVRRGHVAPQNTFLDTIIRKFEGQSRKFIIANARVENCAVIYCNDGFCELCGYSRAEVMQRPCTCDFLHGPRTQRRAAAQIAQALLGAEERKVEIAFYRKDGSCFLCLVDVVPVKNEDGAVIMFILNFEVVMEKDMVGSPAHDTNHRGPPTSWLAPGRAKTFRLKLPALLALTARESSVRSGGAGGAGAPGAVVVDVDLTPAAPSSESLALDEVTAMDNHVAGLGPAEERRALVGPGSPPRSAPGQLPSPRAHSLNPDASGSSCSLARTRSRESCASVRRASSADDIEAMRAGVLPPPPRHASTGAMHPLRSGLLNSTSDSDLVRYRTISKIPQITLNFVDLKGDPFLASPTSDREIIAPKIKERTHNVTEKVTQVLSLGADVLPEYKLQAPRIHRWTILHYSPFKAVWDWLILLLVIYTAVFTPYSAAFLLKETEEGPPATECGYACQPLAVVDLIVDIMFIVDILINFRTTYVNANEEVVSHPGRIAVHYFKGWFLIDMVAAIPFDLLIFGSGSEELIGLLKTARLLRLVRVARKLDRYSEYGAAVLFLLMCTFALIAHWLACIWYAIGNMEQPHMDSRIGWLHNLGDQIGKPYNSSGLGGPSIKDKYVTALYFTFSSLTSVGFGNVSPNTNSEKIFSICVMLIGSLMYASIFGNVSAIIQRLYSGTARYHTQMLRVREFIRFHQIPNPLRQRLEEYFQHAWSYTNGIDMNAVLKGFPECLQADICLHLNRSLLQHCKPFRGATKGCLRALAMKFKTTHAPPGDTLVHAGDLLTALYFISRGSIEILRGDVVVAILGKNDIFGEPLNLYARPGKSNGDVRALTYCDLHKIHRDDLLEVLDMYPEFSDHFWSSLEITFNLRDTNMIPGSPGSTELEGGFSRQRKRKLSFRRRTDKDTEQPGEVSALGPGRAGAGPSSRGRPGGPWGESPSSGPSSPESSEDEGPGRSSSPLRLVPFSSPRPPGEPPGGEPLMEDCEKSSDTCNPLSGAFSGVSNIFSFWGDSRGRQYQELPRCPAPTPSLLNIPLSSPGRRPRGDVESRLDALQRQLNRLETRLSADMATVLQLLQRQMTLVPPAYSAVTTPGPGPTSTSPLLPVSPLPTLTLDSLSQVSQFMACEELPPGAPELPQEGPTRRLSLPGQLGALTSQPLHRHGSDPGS
#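 U2OS cells transduced with wild-type KCNH2 virus are loaded with FluxOr dye for 45 min, and thallium flux is measured in kinetic reads before and after stimulation buffer. Rate constants are normalized to DMSO controls.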
# FBPA coupling cs = coupling enzyme interference in Giardia aldolase counter-screen; coupling enzyme system counterscreen, AmpLite Red fluorescence; activity change, negative = inhibition, % at 58.2 µM, hits read low; hit rate 0.67% among 290,000; AID 2472; in the data active = activity change below about -30%; note: % is set by controls: 0 for no effect and ±100 for the full control effect
#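 First, compound is pin-transferred into glyceraldehyde-3-phosphate coupling-enzyme reagent at 57.5 uM final and held 10 min at RT. Next, substrate, coupling system and AmpLite Red are added. After 20 min RT, fluorescence (525/598 nm) is read.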
# MLL CXXC-DNA inh = inhibitors of human MLL CXXC domain-DNA interaction; Q03164; MLL-CXXC / FITC-HOXA9 DNA fluorescence polarization; Potency, µM (titrated, usually from 115 µM), without a hit: top-dose activity change, negative = inhibition, usual class: inhibitors; hit rate 0.037% among 290,000; AID 2662; active = well fitted inhibition curve with a large enough effect in the polarisation, with a control signal flat, not every such curve was filed as active; inconclusive = small, poorly fitted or top-dose-only effect, or effect the other way, or a change in a side signal; inactive = no such curve, though single readings can be large or run the other way; the % refers to the polarisation; note: potency is the fitted concentration of half-maximal effect
#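 Purified MLL-CXXC (added from a 7 uM solution) was preincubated 5 min at ambient with pinned compounds in 50 mM Tris-HCl pH 7.5, 50 mM NaCl, 1 mM DTT, 0.05% BSA. Fluorescein-labeled HOX-A9 DNA (50 nM solution) followed, 30 min, then polarization read.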
# KCNH2 3.1 inh = KCNH2 3.1 (human) potassium channel inhibition. U2OS KCNH2 3.1, thallium flux FluxOr; active compounds read low. activity change, % (tested at about 1.8 µM). hit rate 0.95% among 340,000. AID 720553;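 active = maximum activity change below -70%; inconclusive = maximum activity change from -70% to -50%; inactive = maximum activity change above -50%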;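 note: thallium influx rate constant from kinetic fluorescence after stimulation buffer; % is set by controls: 0 for no effect and ±100 for the full control effect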
#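 Steps: virus added to U2OS suspension (4 h, RT, dark); medium with 10% FBS added, cells plated, 37 C overnight; FluxOr/Red40 loading buffer 45 min RT; stimulation buffer, 2 min kinetic read; rate constant normalized.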
# * = called active by the depositor; i = inactive; ? = inconclusive; . = no result given; [ ] = dose if it differs, or a comment. Unless noted, calls come from the whole dose curve; as a rule, active = well fitted curve in the direction sought with a large enough effect; inconclusive = small, poorly fitted or top-dose-only effect, or another doubt; inactive = no such curve, though single readings can be large; an effect the other way counts as inactive or inconclusive. Not all compounds are listed; rates above refer to the full screens.
SMILES,USP2a block,B2AR arrestin,PKM2 activator,Giardia kill,Menin MLL FP TR,TRPV1 ag,GALK inh,hERG WT inh,FBPA coupling cs,MLL CXXC-DNA inh,KCNH2 3.1 inh
CCOC(=O)CNc1nc(Cl)nc(Nc2ccccc2)n1,0.7%,0.0%,3.3%,-12.2,6.1%,-2.6,-0.6%,-5.2,0.4,7.6%,-8.5
Cc1cc(C)c2[nH]c(O)c(N=NC(=S)NCC3CCCO3)c2c1 (stereo not given),4.4%,-0.1%,-3.7%,-14.2,0.4%,1.6,2.1%,-9.1,-0.9,1.8%,0.5
O=C(CNC(=S)N(CCCN1CCOCC1)Cc1cccs1)NCc1ccccc1Cl,1.4%,0.3%,.,32.3[activator],.,0.4,-2.9%,-112.6*,.,1.1%,-123.0*
Cc1ccc(S(=O)(=O)N(C)CCCC(=O)n2nc(C)cc2C)cc1,-0.1%,0.0%,-3.1%,3.1,-19.9%,1.6,0.4%,-1.5,-0.3,-3.0%,4.9
O=C(O)c1ccc(NC(=O)c2cc3ccccc3o2)cc1,3.3%,0.0%,-8.1%,?,-3.0%,1.1,0.9%,1.6,2.4,-7.6%,9.8
Cc1nccn1CC(O)COc1ccc([N+](=O)[O-])cc1 (stereo not given),-1.9%,-0.9%,.,-11.6,-20.6%,-3.7,-2.5%,-5.4,-1.0,8.3%,-97.6*
Cc1ccc(-n2ncc3c(SCc4cccnc4)ncnc32)c(C)c1,0.3%,0.4%,-23.4%,-29.6,-28.5%,23.1,4.4%,0.3,0.5,6.1%,0.2
C=CCNC(=S)NNC(=O)c1ccc(OCCCC)cc1,-0.7%,0.0%,0.3%,-25.4,4.1%,5.2,0.6%,2.2,0.6,4.6%,-3.8
CCn1c(CNC(=O)c2ccc3c(c2)OCO3)nnc1SCC(=O)Nc1cc(C)ccc1OC,.,.,10.4%,-8.9,-0.1%,2.7,2.0%,-19.2,4.2,6.5%,2.1
COC(=O)c1cc(NC(=O)CN(c2ccccc2OC)S(=O)(=O)c2ccccc2)ccc1Cl,-1.0%,0.3%,-2.4%,7.8,-11.3%,2.9,1.7%,8.4,0.6,-11.1%,0.0
COc1cccc(NC(=O)c2ccc[n+](C)c2)c1,4.1%,0.1%,.,15.4,3.9%,-5.5,1.6%,1.4,-0.3,-1.6%,0.7
Cn1nc([N+](=O)[O-])nc1N1CCOCC1,1.0%,2.5%,-4.8%,?,5.1%,-3.7,.,25.2,0.1,1.1%,.
CCOCCn1c(=NC(=O)c2cc3ccccc3oc2=O)sc2cc(S(N)(=O)=O)ccc21,0.3%,-0.8%,-1.0%,16.4,0.0%,2.0,-0.4%,-23.4,4.1,20.2%,?
COCCNC(=S)Nc1ccc2nc(N3CCN(C)CC3)cc(C)c2c1,-1.4%,0.0%,.,-12.1,0.0%,8.0,-1.9%,5.6,1.1,47.3%[activator],18.2
CC1CCN(CC(C)OC(=O)c2ccco2)CC1 (stereo not given),0.7%,-0.7%,-1.5%,-24.2,-1.3%,-2.0,-3.3%,-5.1,1.5,18.1%,-1.2
CSC(=S)N/N=C/c1ccc(N(C)C)cc1,3.1%,0.1%,4.9%,19.3,?,14.0,8.8%,i,-1.5,-21.3%,13.3
CCOC(=O)c1ccccc1NC(=O)COC(=O)c1c(CC)noc1C,-2.3%,0.1%,.,-7.5,.,19.6,.,-11.3,.,.,-4.4
COc1ccc(N2CCN(C(=O)CSc3nnnn3C3CC3)CC2)cc1,0.3%,-0.1%,.,11.7,.,1.2,.,1.4,.,.,-0.7
O=C(NCC1CCCO1)C(=O)c1c[nH]c2ccccc12 (stereo not given),-1.7%,-0.1%,1.7%,-3.5,4.1%,-2.6,9.1%,-26.2,-0.9,-2.3%,-47.8
CC1(c2ccc3ccccc3c2)NC(=O)N(CC(=O)NCc2cccs2)C1=O (stereo not given),0.9%,4.8%,-2.8%,4.5,-0.8%,10.8,0.2%,3.0,-0.4,?,0.4
O=C(O)Cn1cnc2sc3c(c2c1=O)CCCC3,-0.9%,-0.1%,1.1%,0.0,-15.1%,2.2,-2.8%,-3.6,-6.4,-3.8%,-18.0
S=C(Nc1ccc(Cl)cc1)c1sc(N2CCCCC2)nc1N1CCOCC1,0.5%,-0.1%,-0.9%,10.4,0.2%,2.0,1.2%,-6.7,0.2,11.6%,-9.5
CCOc1ccccc1N1CCN(C(=O)c2ccc3[nH]c4c(c3c2)CCCC4)CC1,3.2%,0.1%,-12.9%,-2.1,2.2%,?,-5.3%,-1.6,-0.7,16.9%,-11.5
Cc1ccc2sc(N3CCN(CCNC(=O)c4ccco4)CC3)nc2c1C,0.4%,-0.3%,.,-7.5,.,?,.,11.8,.,.,6.8
CCc1cccc2cc3c(N)c(C(=O)Nc4ccc(S(=O)(=O)N5CCCC5)cc4)sc3nc12,11.4%,-1.0%,-2.4%,6.6,?,5.2,-1.2%,-14.1,-2.4,?,-12.2
Cc1cc(O)cc2c1O[C@@](C)(CCC[C@@H](C)CCC[C@@H](C)CCCC(C)C)CC2,2.7%,0.1%,.,-26.1,.,-0.4,.,-14.8,.,.,5.4
CC(CC(=O)Nc1cc(S(=O)(=O)N2CCOCC2)ccc1OCC(F)(F)F)c1ccccc1 (stereo not given),-1.9%,0.1%,.,13.6,.,?,.,4.8,.,.,-8.1
O=C(COc1ccccc1)NCCSCc1ccco1,1.9%,0.1%,23.6%,-0.5,0.5%,1.6,0.2%,-7.2,2.2,5.2%,-6.8
Cn1ccc(-c2ccccc2)n1,1.3%,-0.1%,-0.3%,-4.1,-15.5%,0.0,2.1%,4.6,1.5,?,11.6
CCOc1ccc(CCNC(=O)CN2C(=O)CCSc3ccccc32)cc1,-0.8%,-0.3%,.,-12.8,-29.3%,0.6,8.9%,-1.3,1.1,2.8%,-9.8
CN(C(=O)CSc1nnc(-c2cccs2)n1N)c1ccccc1,4.8%,0.0%,.,-22.2,.,.,.,8.8,.,.,-9.4
COc1ccc(OC)c(C2=CC(=O)C[C@H](c3ccc4c(c3)OCO4)C2)c1,-6.3%,-0.5%,.,5.8,.,20.4,.,-0.2,.,.,-1.3
O=C(COC(=O)C12CC3CC(CC(C3)C1)C2)Nc1ccc(OC(F)F)cc1,-0.7%,0.0%,-5.3%,-4.2,.,?,-0.9%,0.4,2.9,4.8%,-27.3
CCC(CC)NC(=O)c1nn(Cc2ccccc2)c(=O)c2ccccc12,0.8%,-0.4%,-5.4%,1.9,-7.3%,29.3,8.6%,-6.6,1.7,6.0%,-0.3
COC(=O)c1c(NC(=O)COC(=O)c2ccc(C)s2)sc2c1CCCCC2,-0.6%,-1.7%,1.5%,?,-12.4%,6.7,-0.1%,-7.8,2.8,4.0%,1.0
CCC(c1nc2ccccc2c(=O)n1-c1cccnc1)N1C(=O)c2ccccc2C1=O (stereo not given),-3.1%,-0.1%,-11.1%,-1.0,-0.2%,1.6,-0.8%,-2.2,0.8,2.7%,1.1
Cc1cc(NC(=O)COc2cccc3cccnc23)no1,6.1%,-0.2%,-0.5%,.,-15.2%,-3.5,2.0%,.,-32.0*,-0.4%,.
Cc1cc(C)c2cccc(NC(=S)NC(=O)c3ccccc3)c2n1,-7.1%,3.2%,0.5%,-3.1,?,-0.4,3.6%,-14.1,-11.8,22.0%,-1.8
O=S(=O)(c1ccc2c(c1)CCCN2)N1CCCC2CCCCC21 (stereo not given),0.9%,-0.5%,5.8%,0.1,3.8%,7.7,2.5%,12.1,2.5,17.2%,-1.5
COc1ccc(-c2ccc(-c3cc(=O)oc4cc(OC)c(OC)c(OC)c34)cc2)cc1OC,-8.7%,0.0%,.,-5.3,12.2%,.,.,2.5,-0.3,.,-20.0

# Some of the entries so far, with values under each structure:
# Sequence of screens – USP2a block, B2AR arrestin, PKM2 activator, Giardia kill, Menin MLL FP TR, TRPV1 ag, GALK inh, hERG WT inh, FBPA coupling cs, MLL CXXC-DNA inh, KCNH2 3.1 inh
> CN(C(=O)CSc1nnc(-c2cccs2)n1N)c1ccccc1
→ 4.8%, 0.0%, ., -22.2, ., ., ., 8.8, ., ., -9.4
> COc1ccc(OC)c(C2=CC(=O)C[C@H](c3ccc4c(c3)OCO4)C2)c1
→ -6.3%, -0.5%, ., 5.8, ., 20.4, ., -0.2, ., ., -1.3
> O=C(COC(=O)C12CC3CC(CC(C3)C1)C2)Nc1ccc(OC(F)F)cc1
→ -0.7%, 0.0%, -5.3%, -4.2, ., ?, -0.9%, 0.4, 2.9, 4.8%, -27.3

# Source: PubChem BioAssay
